Bioassay records as filed in PubChem BioAssay.
aDG glyco act = alpha-DG glycosylation activation; Pro5-aDG cells, alpha-DG glycosylation AlphaScreen (IIH6); 0% Pro5, 100% B10-LARGE cell signal; activation, % at 10 µM; hit rate 0.22% among 360,000; AID 624168;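 active = activation of at least 8% versus controls, or a plate z-score of at least 8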;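 note: Pro5 are CHO cells carrying HIG-tagged alpha-DG that lacks glycosylation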
NOD2-RIPK2 inh = blocks binding of human NOD2 to RIPK2; CHO BLA complementation NOD2-RIPK2, CCF4 ratio; inhibition, % at 4.98 µM; hit rate 0.38% among 360,000; AID 624267; in the data active = inhibition above about 21%;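 note: 0% = vehicle only and 100% = reference blocker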
MC4R antagonist = antagonists of human melanocortin 4 receptor (MC4R); P32245; inhibition, % at 6.5 µM; hit rate 0.48% among 360,000; MC4R-expressing cells, MTII-stimulated cAMP, LANCE TR-FRET;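 active = inhibition above its plate's cutoff, the mean of tested wells on that plate plus 3 SD, cut at about 29% in these data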;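 note: 0% = Melanotan II alone and 100% = Melanotan II plus saturating MCL0020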
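Material: U2OS-MC4R stable cell line | Reagent: Melanotan II challenge after compound preincubation | Doses: One concentration, 6.5 µM nominal | Incubation: 30-min compound preincubation, 1-h Melanotan II challenge, 1-h detection, room temperature | Signal: TR-FRET cAMP assay | Replicates: One well per compound, no replicates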
ABCB6 inh 2 = human ABCB6 transporter inhibition | Q9NP58 | K562-ABCB6 porphyrin accumulation, flow cytometry, 1 h; active compounds read low | fluorescence ratio to DMSO, % at 10 µM | hit rate 0.19% among 360,000;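 active = fluorescence ratio to DMSO below 75%, the collection mean minus 3 SD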;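 note: signal is porphyrin accumulated inside mitochondria; 100% equals median channel fluorescence of DMSO control wells; lower ratio means ABCB6 inhibition with less porphyrin fluorescence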
MC4R barr agon = activates human MC4R beta-arrestin recruitment; P32245; U2OS MC4R beta-arrestin complementation, luminescence; percent of melanotan II response, DMSO zero; activation, % at 8.9 µM; hit rate 0.98% among 360,000; AID 540308;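 active = activation above a per-plate cutoff, the mean activation of sample wells on that plate plus 3 SD, cut at about 8% in these data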
N-glyco inh = N-linked glycosylation inhibition. reporter increase, % at 12.5 µM. hit rate 0.23% among 360,000. D54 ERlucT glycosylation luciferase reporter, 24 h; percent of 100 nM tunicamycin response;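 active = mean luciferase reporter signal, scaled so untreated is 0 and the glycosylation-blocking control 100, at or above a set limit in every replicate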;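 note: luciferase carries N-glycosylation sites so blocking glycosylation raises the light; 0% = median of neutral control wells and 100% = median of 100 nM tunicamycin wells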
Vif imaging = HIV Vif inhibition; HEK293T cells, Vif self-association by quenched fluorescence, imaging, 24 h; hit rate 0.35% among 340,000; inhibition, % at 7.49 µM; AID 602346; in the data active = inhibition above about 50%, passing the limit was not always enough; note: some results filed as inactive read as strong as hits
Exocytosis inh = blocks lytic granule exocytosis; TALL-104 LAMP-1 surface exposure, flow cytometry; cells stimulated with thapsigargin and PMA; inhibition, % at 10 µM; hit rate 0.66% among 360,000;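 active = inhibition above about 55%, limit read from the data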
TLR9-MyD88 block = inhibitors of human TLR9-MyD88 binding; hit rate 0.21% among 340,000; Q9NR96+Q99836; inhibition, % at 4.98 µM; CHO BLA complementation TLR9-MyD88, CCF4 FRET ratio;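 active = inhibition above the mean over all tested compounds plus 3 SD, cut at about 21% in these data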;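 note: 0% = DMSO only wells and 100% = clavulanate BLA inhibitor control wells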
ABHD5 PLIN5 PPI = blocks binding of human ABHD5 to perilipin-5. Q00G26+Q8WTS1. Split G. princeps luciferase complementation, luminescence, 4 h. inhibition, % at 4 µM. hit rate 0.78% among 360,000. AID 602281;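 active = inhibition above the mean inhibition across every tested compound plus 3 SD, cut at about 22% in these data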;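 note: 0% = DMSO only wells and the 100% control is not disclosed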
Target sequence (Q00G26 whole entry, looked up): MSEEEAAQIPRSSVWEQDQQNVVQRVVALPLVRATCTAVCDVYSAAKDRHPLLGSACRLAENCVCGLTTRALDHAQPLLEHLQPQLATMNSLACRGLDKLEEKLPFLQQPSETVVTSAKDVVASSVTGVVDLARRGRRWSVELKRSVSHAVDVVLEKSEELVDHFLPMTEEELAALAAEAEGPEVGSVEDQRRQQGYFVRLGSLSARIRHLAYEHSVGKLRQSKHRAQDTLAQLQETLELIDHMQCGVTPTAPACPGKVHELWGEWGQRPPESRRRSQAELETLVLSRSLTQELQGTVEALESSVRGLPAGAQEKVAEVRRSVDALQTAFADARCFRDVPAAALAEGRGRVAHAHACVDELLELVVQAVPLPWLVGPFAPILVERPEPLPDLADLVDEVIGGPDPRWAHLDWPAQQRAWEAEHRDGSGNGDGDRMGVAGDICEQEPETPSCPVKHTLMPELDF
Target sequence (Q8WTS1 whole entry, looked up): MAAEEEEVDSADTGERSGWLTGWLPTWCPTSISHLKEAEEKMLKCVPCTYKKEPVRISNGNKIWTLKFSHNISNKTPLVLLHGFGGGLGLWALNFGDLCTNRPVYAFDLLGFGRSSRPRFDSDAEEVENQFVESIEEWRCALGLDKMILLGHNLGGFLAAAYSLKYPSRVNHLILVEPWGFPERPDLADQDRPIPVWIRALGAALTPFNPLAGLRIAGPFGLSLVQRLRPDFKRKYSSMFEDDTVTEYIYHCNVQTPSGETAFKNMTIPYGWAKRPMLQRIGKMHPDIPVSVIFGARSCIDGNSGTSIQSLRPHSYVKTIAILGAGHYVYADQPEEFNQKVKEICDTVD
Starred values were filed as active, the others as inactive; x = no result given.

Below each SMILES – MC4R barr agon, Vif imaging, ABCB6 inh 2, aDG glyco act, ABHD5 PLIN5 PPI, NOD2-RIPK2 inh, Exocytosis inh, MC4R antagonist, TLR9-MyD88 block, N-glyco inh
#1 O=C(CN1CCN(Cc2ccccc2)CC1)Nc1ccccc1
  0.4, 3, 95, 0.2, 8, 0, -8, -3, 3, 1
#2 C[C@H](CO)N1C[C@H](C)[C@@H](CN(C)S(C)(=O)=O)Oc2c(NC(=O)Nc3ccccc3)cccc2C1=O
  0.2, -8, 93, 0.3, -3, 0, 2, 11, -5, 2
#3 Cc1ccsc1CN(C)CC(=O)Nc1ccc([N+](=O)[O-])cc1Cl
  1.9, -4, 90, -0.1, -7, -9, 99*, -3, 2, -2
#4 COc1ccc(C)cc1NS(=O)(=O)c1ccc(Cl)nc1
  -0.1, 0, 97, 0.6, 1, -7, 15, 1, -8, -1
#5 Cc1ccc([C@H]2C(C(=O)O)=CC[C@@H](c3ccc(C)cc3)N2S(=O)(=O)c2ccc(C)cc2)cc1
  -0.6, 3, 96, -0.1, -3, -9, 0, 1, -1, -2
#6 COc1cccc(NC(=O)CSc2nc3ccsc3c(=O)n2-c2ccc(C(=O)O)cc2)c1
  -1.4, 0, 96, -0.1, 4, 5, 2, -3, 2, 0
#7 CN(C(=O)/C=C/c1ccc2c(c1)OCO2)c1ccccc1
  -1.0, -4, 94, 0.0, 2, 0, -3, 10, -4, -3
#8 CCC(C)NC(=O)c1cn(CC)c2cc(N3CCN(C)CC3)c(F)cc2c1=O (stereo not given)
  -2.8, -7, 106, 1.2, -2, -17, 7, 0, x, -2
#9 COc1ccccc1CN1CCC(CNS(=O)(=O)c2cc(-c3cc(C)no3)ccc2OC)CC1
  -2.9, 1, 100, 0.9, 5, -2, 1, 1, 4, 6
#10 Cc1cc(C)nc(NCC(O)CNc2ccccc2Cl)n1 (stereo not given)
  -1.8, -16, 89, 0.7, 3, -6, -2, -3, 14, 0
#11 O=C(NN=Cc1ccc2c(c1)OCO2)c1ccccc1
  -1.9, 12, 93, 0.0, 1, -4, -11, -4, -8, -5
#12 Cn1cccc1-c1nc2ccc(NC(=O)c3ccco3)cc2[nH]1
  -1.1, -3, 119, -0.2, 5, -7, 1, -4, -2, 2
#13 CC(C)c1ccc(OCC(=O)Nc2ccc(OC(F)(F)F)cc2)cc1
  -1.1, -4, 63*, -0.3, -11, -6, -1, 1, -3, -1
#14 CN1C(=O)C2(C(C#N)=C(N)Oc3n[nH]c(-c4ccc(Cl)cc4)c32)c2ccccc21 (stereo not given)
  -1.4, -1, 88, 0.1, -5, 1, 0, 12, -7, -2
#15 Cc1ccc(OCCNC(=O)CCNS(=O)(=O)c2ccc(Br)cc2)cc1
  0.2, -6, 95, -0.2, -10, 7, -3, 0, 2, -1

One compound at a time, as listed above. Order of values: MC4R barr agon	Vif imaging	ABCB6 inh 2	aDG glyco act	ABHD5 PLIN5 PPI	NOD2-RIPK2 inh	Exocytosis inh	MC4R antagonist	TLR9-MyD88 block	N-glyco inh
Record of `CC(C)c1ccc(OCC(=O)Nc2ccc(OC(F)(F)F)cc2)cc1` → -1.1	-4	63*	-0.3	-11	-6	-1	1	-3	-1
Record of `Cc1ccsc1CN(C)CC(=O)Nc1ccc([N+](=O)[O-])cc1Cl` → 1.9	-4	90	-0.1	-7	-9	99*	-3	2	-2
Record of `C[C@H](CO)N1C[C@H](C)[C@@H](CN(C)S(C)(=O)=O)Oc2c(NC(=O)Nc3ccccc3)cccc2C1=O` → 0.2	-8	93	0.3	-3	0	2	11	-5	2

New compounds follow:
Below each SMILES – MC4R barr agon, Vif imaging, ABCB6 inh 2, aDG glyco act, ABHD5 PLIN5 PPI, NOD2-RIPK2 inh, Exocytosis inh, MC4R antagonist, TLR9-MyD88 block, N-glyco inh
#16 COCCN1Cc2cccc(C(=O)NCc3ccc4c(c3)OCO4)c2C1=O
  -0.3, 2, 91, 0.0, -2, -2, 0, 6, 6, -2
#17 Cc1ccnc(NS(=O)(=O)c2ccc(NC(=O)c3cncc(Br)c3)cc2)n1
  0.5, 17, 103, 0.4, 1, -4, 27, 14, -6, 1
#18 COc1ccc(C(=O)Nc2cc3c4c(c2)C(C)C(=O)N4CCC3)c(OC)c1 (stereo not given)
  -0.3, -3, 95, 0.0, 2, 15, -1, 6, 3, 5
#19 O=C(O)CSc1ncnc2scc(-c3ccc(Br)cc3)c12
  1.7, -9, 103, 0.1, -1, -12, -5, 24, -9, 0
#20 COc1ccc(N(C)S(=O)(=O)c2cccc(C(=O)NCC(c3ccco3)N3CCCC3)c2)cc1 (stereo not given)
  -2.8, -1, 98, -0.3, 11, -8, -8, 5, -1, -5
#21 CCC(C)[C@H](NC(=O)Nc1cccc(Br)c1)C(=O)OC (stereo not given in full)
  -1.9, 2, 100, -0.2, -5, 3, -4, 2, 0, -1
#22 CN1CCc2c(sc(N)c2C(=O)O)C1
  -2.4, 2, 108, 0.3, -19, -2, -2, 1, -6, 1
#23 CC(C)CN(C(=O)CCc1ccccc1)c1c(N)n(CC(C)C)c(=O)[nH]c1=O
  -1.1, -1, 103, -0.1, 3, 2, 2, 3, 4, 6
#24 O=C(CC(NC(=O)OCc1ccccc1)C(=O)O)OCc1ccccc1 (stereo not given)
  -4.0, -6, 101, -0.2, 2, -4, -2, 3, 5, 0
#25 Cc1cccc(-n2cc(-c3ccccc3)c3c(NN4CCOCC4)ncnc32)c1
  -1.0, -1, 100, 0.0, 3, -15, 0, 5, 2, 3
#26 CCC(C)(C)NC(=O)C(c1ccccc1)N(C(=O)c1csnn1)C1CC1 (stereo not given)
  1.3, -2, 96, -0.1, 1, -2, 0, 0, -3, -1
#27 CC1Oc2ccccc2N(CC(=O)N(Cc2ccccc2)Cc2ccccn2)C1=O (stereo not given)
  -1.6, x, 98, 0.1, 3, 2, -1, -1, -7, -2
#28 CCCn1c(/C=N/Nc2nc3ccccc3[nH]2)nc2ccccc21
  -3.1, 3, 91, 0.8, 2, 8, 11, -7, 8, 19
#29 COc1ccc(N=Cc2cc3c(cc2O)OC(N)=C(C#N)C3c2ccccc2)cc1 (stereo not given)
  2.1, -17, 111, 0.0, -11, 0, 14, 7, 0, -8
#30 COc1ccccc1NC(=O)COC(=O)c1c(C)nn(-c2ccccc2)c1C
  1.4, -12, 98, -0.1, -3, -2, 0, 5, -8, 0
#31 O=C(CCC(=O)c1cccs1)NC(c1ccccc1)c1ccccc1
  0.6, 4, 91, 0.1, 2, -7, -3, 11, 1, -1
#32 CC(=O)c1ccc(OC2(C)CCN(Cc3ccc(C)cc3)C2)cc1 (stereo not given)
  -0.1, -7, 98, 0.0, 0, -13, 16, 1, x, 1
#33 O=C(Cc1ccc(F)cc1)N1CCC(CC2CC(c3cccc(Br)c3)=NO2)(C(=O)NCC2CCCCC2)CC1 (stereo not given)
  0.4, -8, 90, 0.7, -17, -6, -3, 15, -2, 0
#34 Cc1ccc(C2CC(=O)NC(SCC(N)=O)=C2C#N)s1 (stereo not given)
  0.5, 5, 98, -0.2, 12, -2, -2, -1, 0, 2
#35 CCC(=O)N1CCN(c2ccc(NC(=O)c3ccc(C#N)cc3F)cc2Cl)CC1
  -1.8, 5, 94, 0.0, -1, -3, 8, 23, -7, -1
#36 N#Cc1c(-c2ccc(C(F)(F)F)cc2)cc(-c2ccccc2)[nH]c1=S
  0.1, -5, 103, 0.2, -1, 2, -1, 17, -4, 0
#37 CN(C)CCCN(C(=O)CCOc1ccccc1)c1nc2ccc(F)cc2s1
  -4.2, 4, 91, -0.2, 32*, 47*, 55, -15, 18, -17
#38 O=C(OCc1cc2ccccc2[nH]c1=O)c1ccc([N+](=O)[O-])cc1
  0.0, 8, 94, -0.1, -4, 6, -1, 5, 0, -1
#39 CNc1nc2c(c(=O)n(C)c(=O)n2C)n1Cc1ccccc1
  -0.7, -4, 96, 1.1, -7, -3, -2, 4, -11, 1
#40 Cn1c(N)c(C(=O)COC(=O)C2=COCCO2)c(=O)n(C)c1=O
  2.6, 11, 102, -0.2, -4, -4, 1, 21, -2, 2
#41 O=C(O)c1nn(CCOc2cccc(Br)c2)c(=O)c2ccccc12
  5.7, 0, 100, 0.1, 2, -4, 73*, 5, -2, 4
#42 COc1cccc(NC(=O)Cn2nnc(C(=O)NCCc3ccccc3)c2N)c1
  2.6, -2, 94, 0.2, 5, -12, -3, -1, -6, 0
#43 COc1ccc(CCC(=O)Nc2cccc(S(=O)(=O)N3CCCCCC3)c2)cc1
  -3.4, -4, 98, 0.1, -14, -15, -4, -2, 0, -3
#44 Cc1nc(NC(=O)c2cccs2)ccc1Br
  0.6, -9, 103, -0.2, -1, -5, -2, 3, 8, -6
#45 O=C(CN1CCN(Cc2ccccc2Cl)C1=O)NCc1cccnc1
  -1.8, 0, 94, -0.1, -2, 0, -1, 1, 1, 0
#46 CCC(C)(C)n1nnnc1CN1CCc2ccccc21
  -0.7, 18, 106, -0.2, -6, -4, 3, 1, 1, -3
#47 CCOC(=O)CCCCCC(=O)Nc1ccc2c(c1)C(=O)N([C@H](C)CO)C[C@@H](C)[C@@H](CN(C)C(=O)CCC(F)(F)F)OCCCC[C@H](C)O2
  1.1, x, 100, -0.3, -5, -5, 2, 21, -4, 4
#48 Cc1ccc(OCC(=O)Nc2cc(C)on2)c([N+](=O)[O-])n1
  -2.8, 2, 92, 0.1, 3, 0, 4, 5, 2, 0
#49 Cc1cc(C(=O)CSc2nnnn2-c2ccc(Cl)cc2)c(C)n1CC1CCCO1 (stereo not given)
  6.6, 17, 99, -0.2, 8, -5, -1, 5, -2, -1
#50 Cc1ccc(Nc2nc(-c3ccc(F)cc3)cs2)nc1
  3.8, 0, 100, 0.0, -7, 6, -8, 20, 10, -8
#51 CCCc1c(-c2cccc(Cl)c2)ncn1CCc1ccccc1OC
  x, x, 120, 0.1, -7, -18, 20, x, x, x
#52 O=C(O)c1ccccc1-c1ccccc1C(=O)Nc1nccs1
  -1.6, 13, 98, -0.5, 2, -11, 5, 16, 5, 0
#53 CC(CC(=O)Nc1ccc2c(c1)c(=O)n(C)n2-c1ccc2ccccc2c1)C(F)(F)F (stereo not given)
  9.7*, -11, 105, -0.1, -1, 3, -3, -22, x, 19
#54 CC(=O)NC(=S)Nc1ccc(NC(=S)NC(=O)c2cccs2)cc1
  -2.0, -1, 104, 0.3, 0, -4, 8, 2, 6, -2
#55 Cc1c(S(=O)(=O)Nc2cc(Cl)ccc2Cl)c(=O)n(C)c(=O)n1C
  -1.3, x, 95, -0.4, 6, 14, 2, 4, -3, 0

These rows are one share of the data, so the mix of outcomes need not match the whole.
